Screens (PubChem)
Tcruzi prolif – inhibitors of T. cruzi proliferation. T. cruzi beta-gal in NIH3T3, GalScreen luminescence, 90 h. 77,000 tested, 5.9% active. inhibition, % at 8.34 µM. AID 624255;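 active = mean inhibition above about 93%, with at least 55% of replicates each passing it, limit read from the data, passing the limit was not always enough; inconclusive = only one of those two conditions holds; inactive = neither condition holds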
Pf Dd2 growth – blocks growth of Plasmodium falciparum Dd2 parasites | activity change, % at 10 µM | P. falciparum Dd2 growth, SYBR Green, 72 h; active compounds read low | 94,000 tested, 2.3% active; in the data active = activity change below about -80%; inconclusive = no clear call, values can overlap the other calls
GASC1 inh – blocks human GASC-1 (KDM4C) demethylase activity. inhibition, % at 12.5 µM. 96,000 tested, 0.15% active. GST-KDM4C 2-372, H3K9me3 peptide, LANCE TR-FRET;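 active = mean replicate inhibition above about 25%, with at least 55% of replicates also reaching it, limit read from the data, passing the limit was not always enough; inconclusive = only one of those two conditions met; inactive = neither condition met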
Target sequence (Q9H3R0 2-372 limits assumed): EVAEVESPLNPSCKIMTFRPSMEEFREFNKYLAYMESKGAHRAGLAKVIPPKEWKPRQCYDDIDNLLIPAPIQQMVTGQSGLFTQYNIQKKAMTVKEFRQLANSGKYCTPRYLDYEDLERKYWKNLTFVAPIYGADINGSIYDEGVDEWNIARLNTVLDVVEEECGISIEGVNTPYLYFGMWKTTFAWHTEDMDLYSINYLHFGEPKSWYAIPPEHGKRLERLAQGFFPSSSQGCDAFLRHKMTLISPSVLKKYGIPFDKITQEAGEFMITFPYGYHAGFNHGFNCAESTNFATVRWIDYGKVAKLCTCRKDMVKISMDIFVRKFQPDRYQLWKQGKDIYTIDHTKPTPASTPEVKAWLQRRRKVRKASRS
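System: N-terminal GST-fused human GASC-1 (KDM4C) fragment, residues 2-372; amount: enzyme final amount 10 nM; incubation: reaction 30 min RT, detection step 1 h RT; medium: HEPES buffer, pH 7.5, plus ascorbate; technique: LANCE TR-FRET, Eu antibody, ULight-streptavidin, EDTA, ex 340 nm, em 618/671 nm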
C diff HTS – C. difficile growth inhibition | Clostridium difficile clinical isolate growth, OD600, 24 h; active compounds read low | growth activity, negative = inhibition, % at 16 µg/mL (by protocol) | 86,000 tested, 0.25% active;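 active = mean growth activity at or below -80% and every replicate also at or below -80%; inconclusive = mean at or below -80% but some replicate above -80%; inactive = mean growth activity above -80%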;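 note: 0% = DMSO wells and -100% = levofloxacin 16 µg/mL wells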
* marks the source's active call; other numbers are inactive results; ? = inconclusive; nt = no result given; & = joins results of further samples.

The line under a structure holds: Tcruzi prolif, C diff HTS, Pf Dd2 growth, GASC1 inh
- C[C@@H]1CCCCO[C@@H](CN(C)C(=O)c2ccncc2)[C@H](C)CN([C@@H](C)CO)C(=O)c2cc(NC(=O)NC3CCCCC3)ccc2O1
  23, -3, 25, 2.5
- C[C@H](CO)N1C[C@H](C)[C@@H](CN(C)C(=O)CC2CC2)Oc2cc(C3=CCCCC3)ccc2S1(=O)=O
  60, 1, -8, 0.2
- CCCNC(=O)N[C@H]1CC[C@H](CC(=O)NC2CCCCC2)O[C@@H]1CO
  nt, -1, 1, 0.8
- COc1ccc(C#Cc2cnc3c(c2)C(=O)N([C@@H](C)CO)C[C@@H](C)[C@@H](CN(C)C(=O)CC2CC2)O3)cc1
  56, -3, -60, -1.7
- COCC(=O)N1CCC2(CC1)CN(C(=O)COC)[C@H](CO)c1c2c2ccc(OC)cc2n1C
  nt, -5, -3, 0.4
- CNC[C@H]1Oc2cc(C#CCC3CCCC3)ccc2S(=O)(=O)N([C@H](C)CO)C[C@@H]1C
  ?, 43, -53, -1.7
- CCCNC(=O)N1C[C@@H](C)[C@@H](OC)CN(C)C(=O)c2cc(NS(=O)(=O)CC(F)(F)F)ccc2OC[C@@H]1C
  4, nt, 13, -0.7
- COc1cccc(S(=O)(=O)Nc2ccc3c(c2)OC[C@@H](C)NC[C@H](C)[C@@H](OC)CN(C)C3=O)c1
  75, -1, 25, 0.2
- CCNC(=O)[C@@H]1[C@@H](CO)[C@@H]2Cn3c(ccc(C4=CCCC4)c3=O)[C@@H]2N1C(=O)C1CC1
  -17, 4, nt, 1.8
- C[C@H]1CN([C@@H](C)CO)C(=O)Cc2cc(NC(=O)C3CC3)ccc2O[C@@H]1CN(C)C(=O)Nc1ccc(F)cc1
  -28, -2, -6, 1.2
- C[C@@H]1CN([C@H](C)CO)C(=O)c2cccc(NC(=O)CCCCCC(=O)Nc3ccccc3N)c2O[C@@H]1CN(C)S(=O)(=O)c1ccc(F)cc1
  nt, -1, -80, 0.8
- O=C(C[C@@H]1C=C[C@@H](NC(=O)C2CC2)[C@H](CO)O1)NCC1CC1
  nt, 3, -4, -1.1
- CN1CCN(C(=O)C[C@@H]2CC[C@@H]3[C@H](COC[C@@H](O)CN3Cc3cccc(F)c3)O2)CC1
  -102, 6&2, nt, 3.8
- Cc1ccc(S(=O)(=O)N(C)C[C@@H]2OCCCC[C@H](C)Oc3ccc(NC(=O)CCCN(C)C)cc3C(=O)N([C@H](C)CO)C[C@@H]2C)cc1
  12, nt, -54, 3.9
- C[C@H](CO)N1C[C@H](C)[C@@H](CN(C)CC2CCOCC2)Oc2ncc(Br)cc2C1=O
  -16&-96, -7&1, 16&28, 2.9
- O=C(N[C@@H]1CC[C@H](CCn2cc(C3(O)CCCC3)nn2)O[C@@H]1CO)C1CC1
  nt, -3, 2, 9.4
- C[C@@H]1CN([C@@H](C)CO)C(=O)c2cc(NC(=O)NC3CCCCC3)ccc2O[C@H]1CN(C)Cc1ccc(Oc2ccccc2)cc1
  77, 27, -26, -0.3
- C[C@H]1CN([C@@H](C)CO)C(=O)c2cc(/C=C/c3ccccc3)cnc2O[C@@H]1CN(C)Cc1cccnc1
  57, 0, -49, 4.2
- CO[C@@H]1CN(C)C(=O)c2ccc(NC(=O)c3ccc4c(c3)OCO4)cc2OC[C@H](C)N(CCC(F)(F)F)C[C@H]1C
  10, nt, -39, 1.3
- Cn1cnc(S(=O)(=O)N2C[C@H](O)COC[C@@H]3O[C@@H](CC(=O)NC4CCCC4)CC[C@H]32)c1
  -7, nt, 3, -0.7
- C[C@@H]1CN([C@@H](C)CO)C(=O)CCCn2nncc2CO[C@H]1CN(C)C(=O)Nc1ccc(N2CCCCC2)cc1
  29&22, 3&3, -16&-73, 0.6
- CO[C@@H]1CN(C)C(=O)c2ccc(NC(=O)C3CC3)cc2OC[C@@H](C)N(C(=O)c2ccccc2F)C[C@@H]1C
  nt, 8, -4, -0.6
- CCN(C[C@@H]1N[C@@H](CO)[C@H]1c1ccc(-c2ccccc2)cc1)C(=O)COC
  37, -9, -45, -0.9
- Cc1noc(C)c1S(=O)(=O)Nc1ccc2c(c1)CC(=O)N([C@H](C)CO)C[C@@H](C)[C@@H](CN(C)C(=O)Nc1ccc(F)cc1)O2
  1, -4, -25, 9.2
- COc1ccc2c3c(n(C)c2c1)[C@@H](CO)N(CC1CCCCC1)CC31CCN(Cc2nccs2)CC1
  nt, 6, -90*, 0.6
- COCC(=O)N(C)C[C@H]1Oc2cc(C3=CCCCC3)ccc2S(=O)(=O)N([C@@H](C)CO)C[C@@H]1C
  18, -3, 38, 0.7
- C[C@H]1CCCCO[C@@H](CN(C)Cc2ccc3c(c2)OCO3)[C@@H](C)CN([C@@H](C)CO)C(=O)c2cc(NC(=O)Nc3cccc4ccccc34)ccc2O1
  92, 2, ?, -2.5
- CC(C)NC(=O)N[C@@H]1CC[C@H](CC(=O)N2CCCCC2)O[C@@H]1CO
  17, nt, 15, -0.8
- CO[C@H]1CN(C)C(=O)c2ccc(NC(=O)c3cnccn3)cc2OC[C@@H](C)N(C(C)=O)C[C@H]1C
  40, -3, 10, 0.8
- Cc1noc(C)c1NC(=O)N(C)C[C@H]1OCCCC[C@@H](C)Oc2ccc(NC(=O)CCC(F)(F)F)cc2C(=O)N([C@H](C)CO)C[C@H]1C
  4, -6, 11, 0.1
- O=C(N[C@@H]1CC[C@@H](CC(=O)N2CCC(Cc3ccccc3)CC2)O[C@H]1CO)c1cnccn1
  nt, 1, 6, 0.4
- C[C@H]1CCCCO[C@H](CN(C)C(=O)NC2CCCCC2)[C@@H](C)CN([C@@H](C)CO)C(=O)c2cc(NC(=O)Nc3ccc(F)cc3)ccc2O1
  nt, -6, -52, -0.6
- COCC(=O)Nc1ccc2c(c1)C(=O)N(C)C[C@@H](OC)[C@@H](C)CN(Cc1ccccc1)[C@H](C)CO2
  6, nt, 2, -0.6
- C[C@@H]1CN([C@@H](C)CO)C(=O)CCCn2cc(nn2)CO[C@@H]1CN(C)Cc1ccc(C(F)(F)F)cc1
  -85, -3, 6, -0.6
- Cc1ccc(S(=O)(=O)N(C)C[C@@H]2Oc3ccc(NC(=O)CCN4CCOCC4)cc3C(=O)N([C@@H](C)CO)C[C@@H]2C)cc1
  25, 0, 25, -0.1
- Cc1ccccc1-c1ccc2c(c1)O[C@@H](CN(C)Cc1ccncc1)[C@H](C)CN([C@@H](C)CO)S2(=O)=O
  93, 4, -75, 1.3
- COc1ccc(S(=O)(=O)Nc2cccc3c2O[C@@H](CN(C)S(=O)(=O)c2ccc(Cl)cc2)[C@@H](C)CN([C@@H](C)CO)C3=O)cc1
  -7, 69, 4, -2.0
- Cn1cnc(S(=O)(=O)N2CCCCN3[C@H](C2)[C@@H](c2ccc(-c4ccccc4)cc2)[C@@H]3CO)c1
  106*, -9, 20, 0.2
- O=C(c1ccccc1)N1CC[C@@H]2[C@H](CO)Nc3ccc(-c4ccccc4F)cc3[C@@H]21
  103*, 58, 5, -1.7
- C[C@H]1CN([C@@H](C)CO)C(=O)c2cc(NC(=O)Cn3cnnn3)ccc2O[C@@H]1CN(C)Cc1ccc(Oc2ccccc2)cc1
  44, -16, 2, 0.7
- C[C@H](CO)N1C[C@H](C)[C@@H](CN(C)C(=O)Nc2ccccc2)Oc2ccc(NC(=O)Nc3ccccc3)cc2CC1=O
  39, -2, -16, 5.4
- Cc1ccc(S(=O)(=O)Nc2ccc3c(c2)C(=O)N([C@@H](C)CO)C[C@@H](C)[C@@H](CN(C)S(=O)(=O)c2cccs2)O3)cc1
  -6, -3, 17, 2.2
- C[C@@H]1CN([C@H](C)CO)C(=O)Cc2cc(NC(=O)C3CCCCC3)ccc2O[C@@H]1CN(C)S(=O)(=O)c1ccc(Cl)cc1
  79, 5, -6, -3.1
- C[C@@H]1CN([C@@H](C)CO)C(=O)c2cc(-c3cccc(F)c3)cnc2O[C@H]1CN(C)Cc1cncnc1
  1, 0, 10, -0.5
- C[C@@H]1CN([C@H](C)CO)S(=O)(=O)c2ccc(-c3cccnc3)cc2O[C@@H]1CN(C)C(=O)c1ccc2c(c1)OCO2
  17, 16, -6, -0.7
- Cc1noc(C)c1S(=O)(=O)N(C)C[C@H]1OCCCC[C@H](C)Oc2ccc(NC(=O)NC3CCCCC3)cc2C(=O)N([C@@H](C)CO)C[C@@H]1C
  69, 3, -66, 1.2
- CCCC(=O)N1CCC2(CC1)CN(C(=O)Nc1cccc(F)c1)[C@H](CO)c1c2c2ccc(OC)cc2n1C
  nt, -2, -70, -0.7
- CC(C)c1cn([C@H]2C[C@@H]3O[C@H](CO)CC[C@@H]3O[C@@H]2CCc2ccc(-c3ccccc3)cc2)nn1
  nt, 12, -61, nt
- C[C@H](CO)N1C[C@H](C)[C@H](CN(C)Cc2ccc3c(c2)OCO3)Oc2ccc(NS(=O)(=O)c3cn(C)cn3)cc2C1=O
  -53, nt, 27, -1.6
- COCc1cn(CC[C@H]2CC[C@@H](NC(=O)Nc3ccc4c(c3)OCO4)[C@@H](CO)O2)nn1
  -38, 0, -24, 1.7
- CCCN(C)C[C@H]1OCCCC[C@@H](C)Oc2ccc(NC(=O)NC3CCCCC3)cc2C(=O)N([C@@H](C)CO)C[C@H]1C
  21, 0, -54, 0.2
- O=C(NC[C@@H]1[C@@H](c2ccccc2)[C@@H](CO)N1Cc1ccccn1)C1CC1
  25, -3, 4, 2.2
- CN(C)CC(=O)Nc1ccc2c(c1)[C@H]1C[C@@H](CC(=O)N3CCCCC3)O[C@H](CO)[C@H]1O2
  -56, 0, 46, 1.1
- CCCc1cn(CC[C@H]2CC[C@H](NC(=O)Cc3cccnc3)[C@H](CO)O2)nn1
  -13, -5, -7, -1.2
- COc1ccccc1C(=O)N1C[C@@H]2[C@H](c3ccccc31)[C@H](CO)N2C(=O)Cc1ccccc1
  -20, -1, -12, 7.9
- COC(=O)C[C@H]1CC[C@@H]2[C@H](COc3ccc(NS(=O)(=O)c4cccc(F)c4)cc3C(=O)N2C)O1
  105*, 0, -26, -0.1
- O=C(Nc1ccc2c(c1)[C@H]1C[C@H](CC(=O)N3CCOCC3)O[C@H](CO)[C@H]1O2)C1CCC1
  8, 4, -23, 0.4
- Cc1noc(C)c1S(=O)(=O)N(C)C[C@@H]1OCCCC[C@@H](C)Oc2ccc(NC(=O)Nc3ccc(C(F)(F)F)cc3)cc2C(=O)N([C@H](C)CO)C[C@H]1C
  96, 31, -92*, -0.4
- CC(C)NC(=O)N[C@H]1C[C@@H]2O[C@@H](CO)CC[C@@H]2O[C@@H]1CCc1ccc(-c2ccc(F)cc2)cc1
  nt, 12, 32, nt
- C[C@@H]1CN([C@H](C)CO)C(=O)Cc2cc(NC(=O)Cc3cn(C)c4ccccc34)ccc2O[C@H]1CN(C)Cc1ccccc1
  66, -16, -11, -1.2
- CC(C)CC#Cc1ccc([C@@H]2[C@H](CO)N3C(=O)CN(C(=O)c4ccccn4)C[C@@H]23)cc1
  nt, -10, -11, -0.3

An excerpt from above in order of molar mass, high to low:
The line under a structure holds: Tcruzi prolif, C diff HTS, Pf Dd2 growth, GASC1 inh
- C[C@@H]1CN([C@H](C)CO)C(=O)Cc2cc(NC(=O)Cc3cn(C)c4ccccc34)ccc2O[C@H]1CN(C)Cc1ccccc1
  66, -16, -11, -1.2
- CCCN(C)C[C@H]1OCCCC[C@@H](C)Oc2ccc(NC(=O)NC3CCCCC3)cc2C(=O)N([C@@H](C)CO)C[C@H]1C
  21, 0, -54, 0.2
- COC(=O)C[C@H]1CC[C@@H]2[C@H](COc3ccc(NS(=O)(=O)c4cccc(F)c4)cc3C(=O)N2C)O1
  105*, 0, -26, -0.1
- CC(C)c1cn([C@H]2C[C@@H]3O[C@H](CO)CC[C@@H]3O[C@@H]2CCc2ccc(-c3ccccc3)cc2)nn1
  nt, 12, -61, nt
- COCc1cn(CC[C@H]2CC[C@@H](NC(=O)Nc3ccc4c(c3)OCO4)[C@@H](CO)O2)nn1
  -38, 0, -24, 1.7
- CCCc1cn(CC[C@H]2CC[C@H](NC(=O)Cc3cccnc3)[C@H](CO)O2)nn1
  -13, -5, -7, -1.2
- O=C(NC[C@@H]1[C@@H](c2ccccc2)[C@@H](CO)N1Cc1ccccn1)C1CC1
  25, -3, 4, 2.2
